WT yeast gro inh – growth inhibition of WT strain, primary screen, mitochondrial fusion inhibitor project, WT and mutant strains, chemical genetic; 2.1% of 190,000 active; AID 1362, 2008; mitochondrial fusion phenotypic screen; inhibition, % at 10 µM; in the data active means inhibition above about 58%; tested in S. cerevisiae
Ins promoter up – insulin promoter activators in MIN6 cells, imaging, high-content screening, mouse beta cells; MIN6 insulin promoter-GFP reporter; active compounds read high; z-score at 5 µM; 0.3% of 190,000 active;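 active means z-score above 3 at 5 µM with at least 500 cells counted in the well; inconclusive means wells under 500 cells, flagged as cytotoxic or low count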
bCat nuc transl – modulators of beta-catenin nuclear translocation, primary screen, imaging, HeLa cells, immunofluorescence, high-content; 0.3% of 190,000 active; nuclear translocation activity, % at 5 µM; AID 1665, 2009;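 active means nuclear translocation activity above 50% at 5 µM, with a well cell count of 50 or more; inconclusive means wells under 50 cells across six images, flagged as toxic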;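 further: per-cell ratio of nuclear to cytoplasmic median beta-catenin stain intensity; plate controls were DMSO negative control for no effect and GSK-3 inhibitor IX positive control for full effect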
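System: Human HeLa cells, endogenous beta-catenin | Compound dosing: 5 µM primary, 0.02–20 µM confirmation | Timing: 24 h compound exposure at 37°C, 5% CO2 | Measured by: Fluorescence imaging of beta-catenin antibody stain plus DAPI | Read-out basis: % activation of per-cell nuclear versus cytoplasmic median beta-catenin signal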
Yfh1-depleted yeast – enhancers of respiration in Yfh1-depleted yeast, dose response, Friedreich's ataxia, plus single-dose screen (AID 1465) | S. cerevisiae Yfh1-off respiration, WST-1 reduction, 72 h; higher fold induction means a stronger effect | one-dose fold induction at 50 µM; EC50 in µM for titrated hits | 0.074% of 220,000 active;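 active means fold induction of absorbance versus untreated yeast above a set limit, then at least 30% activation at any dose in follow-up; inconclusive means repeats straddling the limit, or above it without dose testing; inactive means fold induction below the set limit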;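 further: activators that raise dye reduction in frataxin-depleted yeast; strong numbers were not always called active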
PMI inhibition – human PMI inhibitors, high substrate, primary screen, biochemical, fluorescence intensity, high mannose 6-phosphate (AID 1220) | Mannose-6-phosphate isomerase (Homo sapiens) | recombinant PMI enzyme, coupled fluorescence intensity; higher % means a stronger effect | inhibition, % at 20 µM, or IC50 in µM where a hit was titrated | 0.66% of 190,000 active
PMI inhibitors – inhibitors of human PMI, primary screen, biochemical, fluorescence intensity, coupled assay (AID 1209) | inhibition, % at 20 µM, or IC50 in µM where a hit was titrated | 0.42% of 190,000 active | purified PMI enzyme, coupled fluorescence intensity; higher % means a stronger effect | Mannose-6-phosphate isomerase (Homo sapiens);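 further: plate controls were DMSO vehicle for no effect and wells lacking substrate for full effect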
Autophagy HCS – autophagy modulators in MEF cells, primary screen, imaging, high-content, MEF GFP-LC3. calls only at 10 µM (by protocol). 0.98% of 190,000 active. AID 463193, 2010. MEF GFP-LC3 puncta imaging; test concentration mostly 10 µM;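 active means percentage of spot-positive cells more than 3 SD above its plate mean, without a fluorescence outlier flag or 80% toxicity; inconclusive means no clear call, values can overlap the other calls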;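 further: spot-positive cell cutoff set from DMSO-treated cells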
Dynein transport – inhibitors of GR-EGFP nuclear translocation, primary screen, dynein cargo transport inhibitor project, imaging, high-content, 3617.4 mouse cells; test concentration mostly 20 µM; stimulated with dexamethasone, 1 µM; active compounds read low; z-score, hits read low; 0.47% of 220,000 active; AID 1381, 2008;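 active means plate z-score of nuclear minus cytoplasmic receptor signal below a set negative limit, without overly bright fluorescence or cell loss, cut at about -3.5 in these data, passing the limit was not always enough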;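 further: z-score of nuclear minus cytoplasmic ring GR-EGFP intensity difference per well; some compounds called inactive have numbers as strong as hits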
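Medium: Induction medium lacking tetracycline, stripped serum | Probe or stimulus: 1.0 µM final dexamethasone stimulus | Schedule: 48 h induction, then 1 h compound, then 30 min agonist, 37 °C | Signal: Automated 10x imaging of fixed Hoechst-stained cells | Evaluation: Per-cell GR-EGFP intensity, nucleus versus surrounding cytoplasmic ring, well-averaged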
MT stabilize HCS – microtubule stabilizers in HeLa cells, primary screen, imaging, high-content imaging | % tubulin-high responders, % at 10 µM | HeLa tubulin immunostaining HCS, 24 h; share of cells brighter than vehicle mean+2SD | AID 2205, 2009 | 0.83% of 200,000 active;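 active means plate Z-score above 3 for both tubulin-high and condensed-nucleus cell shares, with cell loss under 80%, at 10 µM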;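 further: anti alpha tubulin signal scored within the nucleus-defined area of each cell; some results filed as inactive read as strong as hits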
WT yeast gro inh mutant strain – second read-out of WT yeast gro inh, no call of its own (marks repeat the call); inhibition, %; mitochondrial fusion phenotypic screen, mutant strain inhibition
Dynein transport cytoplasmic EGFP – further read-out of Dynein transport, marked with its call; z-score; measured here: cytoplasmic GR-EGFP intensity; active compounds read high
Dynein transport nuclear GR-EGFP – also measured in Dynein transport; calls as there; z-score; measured here: nuclear GR-EGFP intensity;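 lower value marks the stronger effect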
Dynein transport cell count – recorded beside Dynein transport, whose call it bears; z-score; measured here: cell count per field
Ins promoter up cell count – recorded beside Ins promoter up, whose call it bears; cell count; measured here: cytotoxicity, nuclei count;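 total cells summed across four imaged fields per well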
bCat nuc transl cell count 5 µM – second read-out of bCat nuc transl, no call of its own (marks repeat the call); cell count; measured here: cell count, cytotoxicity flag
MT stabilize HCS Hoechst-high % – also measured in MT stabilize HCS; calls as there; % Hoechst-high responders; measured here: nuclear condensation Hoechst responders;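 share of cells brighter than vehicle mean plus two SD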
MT stabilize HCS cytotoxicity % – also measured in MT stabilize HCS; calls as there; toxicity, %; measured here: cytotoxicity by cell density;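 0% = mean cell density of plate MIN control wells and 100% = no cells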
Autophagy HCS cell loss 18 h – further read-out of Autophagy HCS, marked with its call; toxicity, %; measured here: cell loss, nuclei count;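 cell loss after 18 h compound exposure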
The depositor's hits bear a star; i = inactive; ? = inconclusive; . = not tested or not shown; + = active, no number. Unless noted, no stated cut-off is given here; in the data, active means inhibition above about 50%; inactive means the rest. An unsorted share of the library; about 5% have a hit in one of these screens.

SMILES	WT yeast gro inh	WT yeast gro inh mutant strain	Ins promoter up	Ins promoter up cell count	bCat nuc transl	bCat nuc transl cell count 5 µM	Yfh1-depleted yeast	PMI inhibition	PMI inhibitors	Autophagy HCS	Autophagy HCS cell loss 18 h	Dynein transport	Dynein transport cytoplasmic EGFP	Dynein transport nuclear GR-EGFP	Dynein transport cell count	MT stabilize HCS	MT stabilize HCS Hoechst-high %	MT stabilize HCS cytotoxicity %
O=C(CN1CCN(Cc2ccccc2)CC1)N/N=C\C=C/c1ccco1	-18	-11	0.7	1420	1.6	1088	i	37%	16%	i	-2	-0.58	-0.29	-0.58	0.61	2.7	3.4	3.6
COc1ccc(C(C(=O)NC2CCCCC2)N(C(=O)c2sc(C)nc2C)c2ccc(OC)cc2)cc1 (stereo unspecified)	-11	-28	-0.04	1471	-0.6	1386	i	-9%	-21%	i	-35	0.19	-0.21	0.81	0.43	3.8	1.6	5.9
Cc1nc(NC(=O)c2ccc([N+](=O)[O-])cc2Cl)sc1C(=O)N(C)C	2	-15	-0.18	1062	.	.	i	-40%	-32%	i	-6	-0.42	-0.21	-0.32	0.71	2.6	3.6	8.3
COc1ccc(CN2CCNC(=O)C2CC(=O)N(C)Cc2ccon2)cc1OC (stereo unspecified)	1	2	-0.34	1432	-0.1	966	i	44%	6%	i	-20	-0.68	-0.27	-0.26	0.86	6.5	2.5	3.6
O=C(NCC(c1ccco1)N1CCN(c2ccc(F)cc2)CC1)OCc1ccccc1 (stereo unspecified)	38	-6	-0.58	1442	0.8	1064	i	10%	15%	i	-7	1.3	-0.19	0.33	-0.2	6.0	1.4	5.6
Cc1cc([N+](=O)[O-])ccc1NC(=O)Nc1ccc(F)cc1F	47	29	-1.5	1321	-5.0	1131	i	13%	12%	i	23	-1.3	-0.31	-0.65	0.84	1.9	0.9	16
COc1ccc(Cl)cc1S(=O)(=O)N1CCCC1	-1	15	-0.35	1008	.	.	i	-2%	-2%	i	-3	-0.13	-0.18	0.13	0.37	2.2	1.6	11
COc1ccc(-n2c(SCC(N)=O)nc3nc4c(cc3c2=O)COC(C)(C)C4)cc1	3	-2	0.08	1186	-0.7	957	.	6%	5%	i	-10	-0.52	-0.16	0.17	1.2	1.7	1.7	6.2
CC(=O)OCc1cc(=O)n(C)c(=O)n1C	-8	-7	0.4	1181	0.8	1009	i	4%	11%	i	-4	-0.4	0.45	0.2	0.88	3.8	1.8	9.7
CCCn1c2c(c(O)c(C(=O)Nc3ccc(OC)cc3)c1=O)CCCC2	7	22	-2.1	1200	1.8	1131	i	8%	3%	i	4	2.7	-0.096	2.1	-0.83	3.5	3.9	7.1
CCCC(=O)Nc1cc(Cl)ccc1N1CCN(C(=O)CC)CC1	8	-4	-0.76	1240	-4.7	1156	i	-1%	11%	i	-5	-0.42	-0.27	-0.14	-0.27	3.3	1.9	5.0
O=C(CCCN1C(=O)c2ccccc2C1=O)NC1=NCCS1	9	10	0.58	1206	0.2	1131	i	5%	8%	+	-1.4*	2.4	-0.13	1.8	-1.3	2.1	2.1	11

Brought forward from above: 2 compounds, then new ones.
SMILES	WT yeast gro inh	WT yeast gro inh mutant strain	Ins promoter up	Ins promoter up cell count	bCat nuc transl	bCat nuc transl cell count 5 µM	Yfh1-depleted yeast	PMI inhibition	PMI inhibitors	Autophagy HCS	Autophagy HCS cell loss 18 h	Dynein transport	Dynein transport cytoplasmic EGFP	Dynein transport nuclear GR-EGFP	Dynein transport cell count	MT stabilize HCS	MT stabilize HCS Hoechst-high %	MT stabilize HCS cytotoxicity %
CCCC(=O)Nc1cc(Cl)ccc1N1CCN(C(=O)CC)CC1	8	-4	-0.76	1240	-4.7	1156	i	-1%	11%	i	-5	-0.42	-0.27	-0.14	-0.27	3.3	1.9	5.0
O=C(CCCN1C(=O)c2ccccc2C1=O)NC1=NCCS1	9	10	0.58	1206	0.2	1131	i	5%	8%	+	-1.4*	2.4	-0.13	1.8	-1.3	2.1	2.1	11
COC(=O)c1[nH]c2ccc(C)cc2c1NC(=O)C(C)N1CCN(C2CCCCC2)CC1 (stereo unspecified)	1	2	-0.87	917	-1.0	1177	i	6%	10%	i	-23	-0.44	-0.22	-0.065	0.88	2.5	1.7	1.6
CSC1=NCCN1C(=O)c1ccc(S(=O)(=O)N(C)C)cc1	-20	-13	-0.08	948	.	.	i	9%	8%	i	11	-0.31	-0.21	-0.12	0.45	2.3	2.8	6.3
CCn1ncc(C2=NOC(C(=O)Nc3c(C)n(C)n(-c4ccccc4)c3=O)C2)c1C (stereo unspecified)	9	-3	0.8	869	0.9	1099	i	1%	4%	i	-5	0.52	-0.18	0.38	-0.19	3.7	3.0	10
CCOC(=O)C1C2C=CC3(CN(Cc4cccs4)C(=O)C13)O2 (stereo unspecified)	-21	1	-0.6	954	-6.9	1130	i	-4%	9%	i	5	-0.19	-0.23	0.043	-0.15	4.7	1.9	9.4
COc1ccc(-c2cc3ccccc3n2CC(O)CNCCO)cc1 (stereo unspecified)	-14	-2	.	.	.	.	i	7%	4%	i	16	0.09	-0.24	-0.1	1.5	3.6	2.1	4.5
COc1ccc(-n2ncc3c(=O)n(CC(=O)N4c5ccccc5CC4C)cnc32)cc1 (stereo unspecified)	0	16	-0.33	1084	-1.1	1203	i	-9%	-7%	i	-3	0.94	-0.24	0.5	-0.83	3.9	2.1	7.7
Cc1cc(N2CCN(S(=O)(=O)c3ccc(Cl)cc3)CC2)c2ccccc2n1	11	6	.	.	-9.4	1165	i	5%	2%	i	6	-0.0066	-0.021	0.32	0.1	1.7	1.5	8.3
Cc1cc(=O)oc2cc(OCC(=O)NCC3CCCO3)ccc12 (stereo unspecified)	0	-17	-0.18	1576	-0.7	1021	i	4%	10%	i	-10	-0.57	-0.11	0.2	0.058	1.6	1.0	1.9
CCCn1nc2cc(C(=O)NCCc3cccs3)ccc2c1OCC	-1	12	-0.02	1853	1.2	1114	i	4%	4%	i	1	0.27	-0.14	0.71	-0.66	2.4	1.2	6.7
Cn1cccc1/C=N/NC(=O)c1cccc(OC(F)(F)C(F)F)c1	9	12	-0.07	1288	2.0	502	i	4%	4%	i	17	1.1	-0.18	0.72	-0.84	3.5	2.4	1.6
CCOc1nc(N=C(N)N)nc2c(C)cccc12	-14	-2	-0.2	1483	-2.6	1400	.	18%	15%	i	-12	-0.54	0.15	0.49	-0.061	3.4	2.3	3.1
NC(=S)Nn1c(CCC(=O)O)ccc1-c1ccccc1	-5	1	1.3	1510	-0.4	1050	i	-7%	14%	i	7	0.68	-0.2	0.69	-1.4	3.3	1.0	6.1
COc1cc(OC)cc(C(=O)N2CCN(Cc3cccc(F)c3)CC2)c1	6	-9	-0.27	1048	-0.3	1144	i	0%	8%	i	-17	-0.37	-0.14	-0.17	0.67	1.6	2.0	12
CN1CCC=C(C(=O)N2c3ccccc3Sc3ccc(Cl)cc32)C1	.	.	-0.01	1047	-0.5	1311	i	.	.	.	.	-1.3	-0.22	-0.31	0.35	.	.	.
O=C(Cn1c(=O)n(-c2cccc(Cl)c2)c(=O)n1CC(=O)N1CCCCC1)N1CCCCC1	4	9	-0.91	1283	.	.	i	9%	8%	i	-2	-0.21	-0.27	-0.08	-0.44	1.3	1.8	7.3
CN(C)c1ccc(C2OC(=O)C(C)(C)C(=O)C2(C)C)cc1 (stereo unspecified)	12	8	1.6	1573	0.0	1460	i	12%	10%	i	3	-1	-0.16	-0.33	0.1	1.7	2.4	9.2
COc1ccc(Oc2cc(C(F)(F)F)cnc2C(N)=O)cc1	-40	-28	-0.62	840	-4.8	1164	i	-9%	-9%	i	3	-0.61	-0.23	-0.43	0.62	1.3	1.8	7.3
O=S1(=O)N=C(N2CCOCC2)c2ccccc21	11	20	0.18	1191	-8.7	1015	i	-5%	-12%	i	7	-0.36	-0.26	-0.21	0.048	4.6	3.2	1.8
C/C(Cl)=C/Cc1c(C)[nH]c2ccc(C)cc2c1=O	-19	-47	-0.15	1527	-2.2	1344	i	7%	5%	i	0	1.5	-0.073	1.1	-0.76	0.4	1.5	6.3
Cn1c(CSc2ncccn2)nnc1SCC(=O)N1CCCc2ccccc21	-6	-18	0.88	1278	0.3	1111	.	0%	0%	i	-2	1.4	-0.1	1.7	-1.1	1.7	2.8	8.8
O=C(COC(=O)c1cc(Br)c(Br)s1)NCCC1=CCCCC1	10	11	0.01	1534	0.2	1078	i	10%	3%	i	1	-0.61	-0.23	-0.3	1.5	1.1	1.8	7.8
CCc1cccc2c(-c3csc(=NC)n3C)c[nH]c12	10	-11	0.62	1497	0.4	1060	i	3%	1%	i	-8	0.52	-0.18	0.38	-0.35	4.6	0.5	6.9
CCc1ccc(-c2nc(NC(=S)NC(=O)c3cccs3)sc2C)cc1	27	-1	0.18	1002	-6.1	1165	i	2%	11%	i	26	0.39	-0.2	0.7	0.24	2.6	2.2	6.1
Cn1c(=O)oc2cc(S(=O)(=O)N3CCC(C(=O)N4CC=C(c5ccccc5)CC4)CC3)ccc21	8	-1	?	.	.	.	i	9%	0%	i	17	1.5	-0.11	0.99	-0.88	11	1.8	8.6
Cc1oc(C(C)(C)C)cc1C(=O)Nc1cccc(/C=C/C(=O)O)c1	-2	2	1.4	1494	2.7	1474	i	-2%	0%	i	-1	-0.91	-0.19	-0.47	0.64	2.0	1.5	7.6
